# CRFR2-BP antag: CRF-BP/CRF-R2 complex antagonism | HEK293 CRF-R2/CRF-BP, CRF-induced calcium fluorescence | inhibition, % at 11.8 µM | 350,000 tested, 0.59% active | AID 588475;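 active = inhibition of the ligand-induced calcium signal above about 50% at the single tested concentration, limit read from the data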
# pCIP destab: p/CIP protein destabilization. decrease of EGFP signal, % at 10 µM. F442A p/CIP-EGFP cells, EGFP fluorescence, 16 h. 290,000 tested, 0.01% active. Q05BA5. AID 1984;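 active = EGFP signal decrease of at least 30% at 10 µM or well 3 SD below plate mean, unless failing retest; inactive = the rest, including hits failing retest or dose response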; note: some compounds called inactive have numbers as strong as hits; many of its hits are not listed in these tables
# MEKK3 PB1 HTS: modulators (inhibitors or enhancers) of MEK5 binding to human MEKK3 PB1 domain; Q99759; bead-based flow cytometry, Alexa488-MEK5 binding to MEKK3; actives lie on both sides; 0 = blocked by unlabeled MEK5, 100 = vehicle; binding response (% of control), % at 10 µM; 290,000 tested, 1.4% active; AID 1529;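 active = binding response more than 3 SD above or below the average of its plate-row segment, actives on both sides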;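 note: Alexa488 bead fluorescence after subtracting the streptavidin-only scavenger bead signal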
# Target sequence (Q99759 whole entry, looked up, the tested form may be a part): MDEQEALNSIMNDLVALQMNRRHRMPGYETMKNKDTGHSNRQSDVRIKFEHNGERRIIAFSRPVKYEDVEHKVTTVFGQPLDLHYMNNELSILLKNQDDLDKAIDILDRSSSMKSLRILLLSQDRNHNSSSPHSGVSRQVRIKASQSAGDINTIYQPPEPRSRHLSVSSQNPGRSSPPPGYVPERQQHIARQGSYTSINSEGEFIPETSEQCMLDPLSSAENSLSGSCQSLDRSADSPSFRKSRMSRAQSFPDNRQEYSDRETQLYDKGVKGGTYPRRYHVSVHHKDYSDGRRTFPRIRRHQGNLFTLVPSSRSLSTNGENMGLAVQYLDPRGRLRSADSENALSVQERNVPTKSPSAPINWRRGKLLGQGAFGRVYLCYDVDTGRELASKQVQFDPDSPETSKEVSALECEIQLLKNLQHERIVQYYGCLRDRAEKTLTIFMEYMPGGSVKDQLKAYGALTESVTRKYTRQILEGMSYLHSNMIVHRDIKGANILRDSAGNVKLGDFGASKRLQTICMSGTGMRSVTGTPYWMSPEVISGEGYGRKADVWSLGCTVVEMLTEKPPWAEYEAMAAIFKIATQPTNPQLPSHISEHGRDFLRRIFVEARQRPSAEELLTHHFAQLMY
# M4 PAM: potentiates acetylcholine response at human M4 receptor; activation, % at 3 µM; 360,000 tested, 0.4% active; AID 624126; P08173; CHO-K1 hM4/Gqi5, Fluo-8 calcium fluorescence, ACh EC20; 0% = ACh EC20, 100% = maximal ACh;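 active = activation above its plate's cutoff, the mean activation of sample wells plus 3 SD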; note: some results filed as inactive read as strong as hits
# CRFBP-R2 agonist: agonists of human CRF-binding protein/CRF-R2 receptor complex. HEK293 CRF-R2/CRF-BP, calcium dye fluorescence (FLIPR); percent of saturating CRF peptide response. 350,000 tested, 0.46% active. activation, % at 13.2 µM. AID 588473;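 active = activation of at least 50%, plus an integration ratio under a set limit after plate pattern correction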;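 note: plate controls were neutral control wells without compound for no effect and CRF at EC100 for full effect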
# PHOSPHO1 block: PHOSPHO1 (human) inhibition. recombinant PHOSPHO1, absorbance phosphatase assay. inhibition, % at 13.3 µM. 290,000 tested, 1.1% active. AID 1565; in the data active = inhibition above about 60%
# Target sequence (Q8TCT1 whole entry, looked up): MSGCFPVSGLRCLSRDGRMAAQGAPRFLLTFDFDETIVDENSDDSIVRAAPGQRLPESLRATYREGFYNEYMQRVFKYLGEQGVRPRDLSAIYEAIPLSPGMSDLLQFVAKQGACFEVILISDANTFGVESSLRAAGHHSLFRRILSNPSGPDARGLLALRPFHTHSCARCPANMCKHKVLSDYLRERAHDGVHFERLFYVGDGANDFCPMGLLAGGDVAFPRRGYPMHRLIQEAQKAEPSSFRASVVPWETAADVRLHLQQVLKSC
# IDE cell inh: inhibitors of human insulin-degrading enzyme in cells. P14735. HEK cells, FAbetaB cleavage, fluorescence polarization. inhibition, % at 5.59 µM. 320,000 tested, 0.41% active. AID 434962;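 active = percent inhibition above the average of all tested compounds plus 3 SD, set per screening campaign, cut at about 16% in these data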;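 note: IDE supplied by intact live HEK cells; FP after avidin binding of uncleaved biotin substrate so inhibition keeps polarization high; 0% = DMSO wells and 100% = 60 µM reference IDE inhibitor Ii1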
# GalR3 antagonist: human GalR3 antagonism | O60755 | 360,000 tested, 0.44% active | AID 651719 | HEK293 GalR3-CNG cAMP membrane potential fluorescence; galR3 body fused to GalR1 C-terminus | inhibition, % at 3 µM;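 active = inhibition above the screen-wide average plus 3 SD, cut at about 13% in these data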;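 note: forskolin and galanin both at EC90 stimulate the cells; cAMP rise reported by CNG channel membrane potential dye signal; 0% = forskolin plus galanin with DMSO and 100% = forskolin alone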
# IDE cell activ: IDE (human) activation, cell-based; P14735; HEK cells, FAbeta-B cleavage, fluorescence polarization; 0% vehicle, 100% cell-free pure enzyme wells; activation, % at 5.96 µM; 340,000 tested, 0.073% active; AID 493087;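 active = activation above the mean of all tested compounds plus 3 SD, set per screening campaign, cut at about 17% in these data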
# * hit, by the source's call; / = no result given.
1	Cc1cccc(NC(=S)Nc2ccc(Cl)c(Cl)c2)c1
2	Cc1ccc(NC(=O)c2oc3ccccc3c2NC(=O)C2CCCO2)cc1C (stereo unspecified)
3	Cc1cc(C)n(-c2nc3c(c(=O)[nH]c(=O)n3C)n2CC(O)COc2ccccc2C)n1 (stereo unspecified)
4	CCOC(=O)c1cnc(SCc2nc(N)nc(Nc3ccc(OC)cc3)n2)nc1N
5	COc1ccc2cc(OC)c(C(=O)N3CCOCC3)cc2c1
6	COc1ccccc1CNC(=O)c1[nH]c(C)c(C(C)=O)c1C
7	COc1cccc(CN2CCNC(=O)C2CC(=O)N(C)CCc2ccccn2)c1OC (stereo unspecified)
8	Cc1ccc(S(=O)(=O)NCCC(=O)OCC(=O)N2CCCC2=O)cc1C

Screen / compound no.	1	2	3	4	5	6	7	8
CRFR2-BP antag	13	-19	10	-22	2	8	/	1
pCIP destab	-2	4	10	-21	-13	-2	-21	/
MEKK3 PB1 HTS	98	102	92	102	100	102	108	/
M4 PAM	0	-5	2	1	1	-10	/	7
CRFBP-R2 agonist	-0.2	-0.4	1.9	0.2	-2.4	-1.6	/	0.1
PHOSPHO1 block	27	38	1	5	50	13	32	/
IDE cell inh	6	-7	1	-1	-1	4	-1	-4
GalR3 antagonist	-7	2	-3	-5	0	-9	/	-5
IDE cell activ	0	4	7	3	2	2	/	4

9	CCn1ncc(/C=C/C(=O)C2CC2)c1C
10	O=C(CN(Cc1ccc(F)cc1)C(=O)Cn1nnc2ccccc21)NCC1CCCO1 (stereo unspecified)
11	C#CCOCCOCCOCCNc1nc(N2CCN(C(=O)CCCCCCCCCCNC(=O)Cn3cc(C[C@@H](C)O)nn3)CC2)nc(N2CCN(C(=O)CCCCCCCCCCNC(=O)[C@@H](CCC(=O)O)n3cc(CCCCCN)nn3)CC2)n1
12	CCc1ccc(C(=O)Nc2cc(S(=O)(=O)N3CCOCC3)ccc2N2CCOCC2)cc1
13	COc1ccccc1N1CCN(C(=O)c2oc3ccccc3c2C)CC1
14	CC(=O)c1cc(C(c2csc(C(C)=O)c2)c2csc(C(C)=O)c2)cs1
15	CCOC(=O)c1cc(-c2ccccc2C)n(Cc2cc(C)no2)n1
16	O=C(NNC(=S)NCc1ccco1)c1ccccc1Br

Screen / compound no.	9	10	11	12	13	14	15	16
CRFR2-BP antag	-3	15	-6	9	-2	7	10	2
pCIP destab	3	-5	/	/	4	-8	/	-4
MEKK3 PB1 HTS	93	97	/	/	/	83	/	97
M4 PAM	3	-7	-7	-4	-10	0	5	1
CRFBP-R2 agonist	3.5	-3.0	1.2	0.2	2.0	0.1	-1.1	-0.3
PHOSPHO1 block	3	-42	/	/	-5	18	/	-12
IDE cell inh	-2	-1	1	-3	/	1	4	-1
GalR3 antagonist	-5	-10	-7	8	-1	-1	-5	-3
IDE cell activ	0	-4	1	6	4	3	-4	-1

17	Cc1[nH]c2ccccc2c1/C=C/C(=O)c1ccncc1
18	CC(C)(C)c1ccc(C(=O)NC(=S)Nc2nc3c(s2)CCCC3)cc1
19	Cc1cccc(N(NC(=O)C(C)(C)O)C(=O)c2ccccc2)c1
20	CC(CCc1ccccc1)NC(=O)COC(=O)C12CC3CC(CC(Br)(C3)C1)C2 (stereo unspecified)
21	COc1ccc(NC(=O)c2cc(=O)[nH]c3ccccc23)cc1
22	CN1/C(=C/C=C(C#N)C#N)C(C)(C)c2ccccc21
23	CC(C)(C)OC(=O)N1CCC(C(=O)N2CCCCCC2)CC1
24	O=C(NCc1ccc(-c2csnn2)cc1)C1CC1

Screen / compound no.	17	18	19	20	21	22	23	24
CRFR2-BP antag	-18	-43	0	6	-1	-13	3	0
pCIP destab	-13	-8	-7	-6	-5	-491	-2	-12
MEKK3 PB1 HTS	103	97	103	103	100	102	96	97
M4 PAM	-17	6	11	-13	6	-7	7	-3
CRFBP-R2 agonist	23	1.0	1.6	-1.1	0.8	6.3	0.6	0.5
PHOSPHO1 block	32	-18	36	-9	29	4	-10	32
IDE cell inh	11	1	4	-6	0	-5	2	7
GalR3 antagonist	-2	-2	3	0	-7	-3	-5	-4
IDE cell activ	3	6	5	1	4	-3	4	/

# Quoted at random: 2 entries already listed, in no set order.
17	Cc1[nH]c2ccccc2c1/C=C/C(=O)c1ccncc1
18	CC(C)(C)c1ccc(C(=O)NC(=S)Nc2nc3c(s2)CCCC3)cc1

Screen / compound no.	17	18
CRFR2-BP antag	-18	-43
pCIP destab	-13	-8
MEKK3 PB1 HTS	103	97
M4 PAM	-17	6
CRFBP-R2 agonist	23	1.0
PHOSPHO1 block	32	-18
IDE cell inh	11	1
GalR3 antagonist	-2	-2
IDE cell activ	3	6

# (continued)
25	COc1ccc(NC(=O)CCNC(=O)c2ccco2)cc1S(=O)(=O)N(C)C
26	CC(=O)Nc1ccc(NC(=O)c2cc(S(=O)(=O)N3CCCCC3)ccc2C)cc1
27	CC(C)C[C@H]1CN=C(Nc2ccccc2)N1CCC(C)c1ccccc1 (stereo partly specified)
28	Cc1nc2ccc3[nH]snc3c2n1
29	CCC1=Nc2cc(C(=O)NCc3ccco3)ccc2Sc2ccc(Cl)cc21
30	Cc1cccc(-n2nnc(C(=O)NCc3ccc4c(c3)OCO4)c2N)c1
31	CC(NC(=O)C12CC3(C)CC(C)(CC(C)(C3)C1)C2)C(=O)O (stereo unspecified)
32	O=C(CCCn1c(=O)oc2ccccc21)N1CCN(c2ccc(F)cc2)CC1

Screen / compound no.	25	26	27	28	29	30	31	32
CRFR2-BP antag	1	-1	-1	-7	1	1	3	11
pCIP destab	-24	/	/	0	-6	1	-13	-15
MEKK3 PB1 HTS	102	/	/	98	95	91	112	94
M4 PAM	2	4	-5	2	5	-1	-5	-8
CRFBP-R2 agonist	1.6	0.9	3.5	-1.0	0.6	-0.2	-0.8	-0.7
PHOSPHO1 block	19	/	/	-21	-20	60*	16	10
IDE cell inh	2	2	1	-2	5	-4	-2	-2
GalR3 antagonist	-11	3	-12	-3	8	-5	2	-2
IDE cell activ	0	1	7	-1	4	5	0	3

# Of the compounds above, these contain a tert-butyl group.
18	CC(C)(C)c1ccc(C(=O)NC(=S)Nc2nc3c(s2)CCCC3)cc1
23	CC(C)(C)OC(=O)N1CCC(C(=O)N2CCCCCC2)CC1

Screen / compound no.	18	23
CRFR2-BP antag	-43	3
pCIP destab	-8	-2
MEKK3 PB1 HTS	97	96
M4 PAM	6	7
CRFBP-R2 agonist	1.0	0.6
PHOSPHO1 block	-18	-10
IDE cell inh	1	2
GalR3 antagonist	-2	-5
IDE cell activ	6	4

# Ordered by value in CRFBP-R2 agonist (highest first): 3 from the list above.
no. | structure | CRFBP-R2 agonist
26 | CC(=O)Nc1ccc(NC(=O)c2cc(S(=O)(=O)N3CCCCC3)ccc2C)cc1 | 0.9
30 | Cc1cccc(-n2nnc(C(=O)NCc3ccc4c(c3)OCO4)c2N)c1 | -0.2
28 | Cc1nc2ccc3[nH]snc3c2n1 | -1.0

# (next part)
33	CCCOc1ccc(OCCSc2ncccn2)cc1
34	CCOc1ccc(NC(=O)CN2C(=O)COc3ccc(Cl)cc32)cc1
35	Cn1c(/C=C/c2ccc(Br)cc2)nc2ccccc2c1=O
36	CCCCn1c(SCC(=O)Nc2cc(C(F)(F)F)ccc2Cl)nnc1C(CC)N(C)C (stereo unspecified)
37	CN1N=C(C(=O)N2CCCC(N3CCN(c4ccc(F)cc4)CC3)C2)CCC1=O (stereo unspecified)
38	CCc1ccc(Nc2n[n+](-c3ccccc3)c(-c3ccc(SC)cc3)s2)cc1
39	COc1ccc(-c2noc(-c3ccccc3C(=O)NCC3CCCO3)n2)cc1 (stereo unspecified)
40	CCOC(=O)C1=C(C)NC(=O)NC1c1ccccc1 (stereo unspecified)

Screen / compound no.	33	34	35	36	37	38	39	40
CRFR2-BP antag	9	35	-1	6	-9	4	2	4
pCIP destab	-2	-12	-4	5	-1	-2	1	3
MEKK3 PB1 HTS	100	100	97	97	102	108	102	101
M4 PAM	5	2	1	17	1	-10	-20	6
CRFBP-R2 agonist	0.1	0.4	0.3	2.3	-0.6	0.7	-2.6	0.1
PHOSPHO1 block	-3	0	18	3	14	-41	4	-1
IDE cell inh	12	1	3	-3	-5	-2	9	0
GalR3 antagonist	-4	-1	-8	-3	2	-2	-3	-3
IDE cell activ	-3	-6	-5	-3	1	-3	0	-2

41	Cc1cccc(NC(=O)c2ccc(N3CCCCC3)c([N+](=O)[O-])c2)n1
42	Cc1nnc(NC(=O)CC(NC(=O)C(F)(F)F)c2ccccc2)s1 (stereo unspecified)
43	CCOC(=O)c1[nH]ncc1[C@@H]1C[C@H]2CN(Cc3cccc(Cl)c3)C(=O)[C@]23CCCN13
44	CNC(CC(C)C)C(=O)NC1C(=O)NC(CC(N)=O)C(=O)NC2C(=O)NC3C(=O)NC(C(=O)NC(C(=O)O)c4cc(O)cc(O)c4-c4cc3ccc4O)C(O)c3ccc(c(Cl)c3)Oc3cc2cc(c3OC2OC(CO)C(O)C(O)C2OC2CC(C)(N)C(O)C(C)O2)Oc2ccc(cc2Cl)C1O (stereo unspecified)
45	COc1ccc(CNC(=O)C2CCN(S(=O)(=O)c3ccccc3)CC2)cc1
46	O=C(N/N=C/c1ccccc1F)c1ccc(COc2ccccc2Cl)o1
47	OCC1(Cc2ccccc2)CCN(Cc2cnc(-c3ccc(Cl)cc3)nc2)CC1
48	COc1ccc(NC(=O)c2ccc(NC(=O)CN3CCN(c4ccccc4O)CC3)cc2)cc1

Screen / compound no.	41	42	43	44	45	46	47	48
CRFR2-BP antag	-2	-9	10	15	8	-13	-38	0
pCIP destab	8	1	6	/	-4	-4	-8	/
MEKK3 PB1 HTS	/	99	98	103	97	108	98	/
M4 PAM	-7	-3	5	7	0	-7	-3	-4
CRFBP-R2 agonist	-4.0	-0.2	-1.2	-1.3	-1.4	0.5	4.4	-0.7
PHOSPHO1 block	0	1	22	/	43	14	-7	/
IDE cell inh	-2	9	4	3	-1	9	3	/
GalR3 antagonist	-5	-3	-5	0	0	-8	1	-6
IDE cell activ	2	-5	0	6	0	5	0	/

49	COc1ccc(C(=O)C2CCN(CC(=O)Nc3cc(C)cc(C)c3)CC2)cc1
50	CC(=O)N1CN(CCCn2ccnc2)Cc2c1sc1c2CCCC1
51	CC(=O)N1CCN(C(=O)c2cc(C)nc3ccccc23)CC1
52	COc1ccc2c(c1)C[C@]1(C)c3ccccc3C(=O)N(Cc3ccccc3)[C@H]21
53	COc1ccccc1C(=O)NCCC(=O)NCC(c1ccccc1OC)N1CCCC1 (stereo unspecified)
54	O=Cc1nccc2ccccc12
55	COc1cccc(NC(=O)N2CCN(c3cccc(C)c3)C(C)C2)c1 (stereo unspecified)
56	Cc1cc(/C=C(/C#N)c2nc3ccccc3[nH]2)c(C)n1-c1cccc([N+](=O)[O-])c1
57	O=C(Nc1nnc(-c2ccco2)o1)c1ccc2ccccc2c1
58	CCC(C)c1ccc(NC(=S)NCCn2cc(Br)cn2)cc1 (stereo unspecified)

Screen / compound no.	49	50	51	52	53	54	55	56	57	58
CRFR2-BP antag	-5	17	-11	20	4	-38	-15	4	-6	-3
pCIP destab	-16	-1	3	/	/	/	-18	-7	4	-6
MEKK3 PB1 HTS	101	103	101	/	/	/	103	106	102	93
M4 PAM	-5	2	9	-4	4	0	0	-8	-1	-16
CRFBP-R2 agonist	-0.7	2.1	7.9	0.0	-1.9	2.9	0.8	11	-1.8	-1.0
PHOSPHO1 block	22	5	60*	/	/	/	-7	14	-11	32
IDE cell inh	5	1	-1	/	-4	/	6	2	-5	6
GalR3 antagonist	-9	1	-6	-10	-2	-4	-5	6	2	-3
IDE cell activ	2	1	-5	0	8	4	4	-4	3	11

# From PubChem BioAssay
